Screening data: PubChem BioAssay, several laboratories
LAP4-GFP MLPCN – modulators of TOR pathway LAP4-GFP in S. cerevisiae | S. cerevisiae LAP4-GFP multiplex, flow cytometry GFP, 3 h; median GFP as percent of DMSO wells | GFP response vs DMSO, % at 10 µM | 320,000 tested, 0.34% active | AID 2023;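 active = GFP response vs DMSO above a set limit, about the screen mean plus 3 SD, cut at about 150% in these data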
AGP1-GFP MLPCN – alters AGP1-GFP fluorescence in TOR pathway yeast screen. S. cerevisiae AGP1-GFP multiplex flow cytometry, 3 h; GFP as percent of DMSO wells. GFP response vs DMSO, % at 10 µM. 320,000 tested, 0.02% active;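 active = GFP response relative to DMSO above a set limit, near screen average plus 3 SD, cut at about 150% in these data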;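 also: median GFP channel fluorescence of the gated AGP1 strain per well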
RPL19A TOR yeast – yeast TOR pathway RPL19A-GFP modulation. S. cerevisiae RPL19A-GFP strain, flow cytometry, 3 h; stronger effect = lower value. percent response vs DMSO, % at 10 µM. 330,000 tested, 0.3% active. AID 2025;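 active = percent response vs DMSO below 50%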;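 also: median channel GFP fluorescence of the barcoded RPL19A-GFP strain; ratio of sample median GFP to plate DMSO average so 100% = DMSO; lower means less RPL19A-GFP as with rapamycin TOR inhibition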
CIT2-GFP yeast – yeast TOR pathway CIT2-GFP modulation | S. cerevisiae CIT2-GFP strain, flow cytometry, 3 h; 100 means same as DMSO wells | GFP response vs DMSO, % at 10 µM | 320,000 tested, 0.065% active | AID 2029;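 active = GFP response relative to DMSO above a set limit, near the screen mean plus 3 SD, cut at about 150% in these data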;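 also: ratio of well median GFP fluorescence to mean of DMSO wells on the plate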
proCasp3 act – procaspase-3 (human) activation | recombinant procaspase-3 D3A, Ac-DEVD-pNA absorbance 405 nm | activation, % at 8.5 µM | 330,000 tested, 0.11% active | AID 463141;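 active = activation above the mean of all tested compounds plus 3 SD, cut at about 21% in these data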;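 also: 0% = DMSO alone and 100% = DMSO wells spiked with extra 5 µM PC-3 D3A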
Target sequence (P42574 whole entry D9A/D28A/D175A): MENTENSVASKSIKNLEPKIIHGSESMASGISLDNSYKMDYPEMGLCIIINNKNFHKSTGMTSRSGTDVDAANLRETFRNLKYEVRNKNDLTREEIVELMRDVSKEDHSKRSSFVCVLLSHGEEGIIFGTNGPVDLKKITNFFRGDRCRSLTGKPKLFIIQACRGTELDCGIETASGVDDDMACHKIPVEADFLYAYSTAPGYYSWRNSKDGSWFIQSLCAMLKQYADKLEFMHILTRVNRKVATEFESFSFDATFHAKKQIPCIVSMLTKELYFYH
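Assay system – Procaspase-3 D3A mutant, all three cleavage aspartates alanine · Controls – DMSO-only low control, 5 µM PC-3 D3A high control · Schedule – 1 h compound preincubation, 2 h substrate hydrolysis at 25 °C · Signal – 405 nm absorbance of p-nitroaniline, reads at 0 and 120 min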
AHR act – activates the human aryl hydrocarbon receptor; 320,000 tested, 2.5% active; AHR-responsive luciferase reporter cells, luminescence; activation, % at 5 µM; in the data active = activation above about 47%;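 also: 0% = vehicle wells and 100% = reference agonist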
Target sequence (P35869 whole entry, looked up): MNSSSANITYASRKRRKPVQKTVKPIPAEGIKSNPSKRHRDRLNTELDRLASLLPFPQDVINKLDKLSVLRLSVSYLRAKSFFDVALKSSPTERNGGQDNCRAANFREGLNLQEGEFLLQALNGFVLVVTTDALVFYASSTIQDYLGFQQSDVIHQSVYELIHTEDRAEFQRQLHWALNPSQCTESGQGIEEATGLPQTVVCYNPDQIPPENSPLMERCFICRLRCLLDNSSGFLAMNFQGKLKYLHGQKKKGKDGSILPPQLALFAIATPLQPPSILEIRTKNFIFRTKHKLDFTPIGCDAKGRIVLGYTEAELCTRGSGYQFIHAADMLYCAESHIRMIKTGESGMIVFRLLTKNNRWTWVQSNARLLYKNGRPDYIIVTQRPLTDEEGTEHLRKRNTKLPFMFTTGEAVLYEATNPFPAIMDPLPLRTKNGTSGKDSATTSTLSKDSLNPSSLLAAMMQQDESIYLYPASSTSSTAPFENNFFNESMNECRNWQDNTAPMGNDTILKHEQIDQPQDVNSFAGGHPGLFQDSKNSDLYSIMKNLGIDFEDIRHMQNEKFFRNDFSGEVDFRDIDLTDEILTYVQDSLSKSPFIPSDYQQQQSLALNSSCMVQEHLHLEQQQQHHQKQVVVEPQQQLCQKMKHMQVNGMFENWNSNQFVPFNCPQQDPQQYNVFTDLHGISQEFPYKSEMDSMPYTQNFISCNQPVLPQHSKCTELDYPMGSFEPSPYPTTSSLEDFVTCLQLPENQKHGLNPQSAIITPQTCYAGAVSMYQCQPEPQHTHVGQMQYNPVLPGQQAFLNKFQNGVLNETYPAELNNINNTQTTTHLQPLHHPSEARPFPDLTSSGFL
MEP2-GFP yeast – modulators of TOR pathway MEP2-GFP in S. cerevisiae | S. cerevisiae MEP2-GFP strain, flow cytometry GFP, 3 h; 100% = DMSO control level | GFP response vs DMSO, % at 10 µM | 330,000 tested, 0.51% active;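 active = GFP response versus DMSO above a set limit, roughly screen mean plus 3 SD, cut at about 180% in these data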;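 also: median GFP fluorescence of the barcode-gated MEP2-GFP cells per well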
proCasp7 act – counter-screen: procaspase-7 (human) activation | P55210 | recombinant procaspase-7, Ac-DEVD-pNA absorbance 405 nm; D23A/D198A/D206A triple mutant, cannot self-cleave; scale: DMSO 0, 5 µM enzyme 100 | activation, % at 8.5 µM | 330,000 tested, 0.093% active;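 active = percent activation above the screen-wide mean plus 3 SD, cut at about 25% in these data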
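Detection: p-Nitroaniline absorbance at 405 nm, read at 0 and 120 min; system: Uncleavable procaspase-7 mutant enzyme; evaluation: % activation from two-timepoint absorbance difference, scaled to controls; times: 1 h enzyme–compound preincubation and 2 h substrate reaction, both 25 °C; buffer or medium: Zinc-free HEPES pH 7.4 with 300 mM NaCl, 0.01% Triton X-100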
An asterisk follows results filed as active; . = not tested or not shown. Compounds were not picked by outcome; about 3.5% have a hit in one of these screens.

SMILES	LAP4-GFP MLPCN	AGP1-GFP MLPCN	RPL19A TOR yeast	CIT2-GFP yeast	proCasp3 act	AHR act	MEP2-GFP yeast	proCasp7 act
CCOC(=O)c1ccc(NC(=O)c2ccc3c(c2)C(=O)N(CC2CCCO2)C3=O)cc1 (stereo unspecified)	99	91	101	92	-5	2	93	-7
CCCN(CC(=O)Nc1ccc(C(N)=O)cc1)CC(=O)Nc1ccc(F)c(F)c1F	98	96	109	99	-17	9	88	-13
C=CCn1c(SCC(=O)NCCC2=CCCCC2)nc2ccc(Cl)cc2c1=O	95	106	97	105	11	6	102	-1
Cc1cccc(NC(=O)C2CCN(c3nc(C)cc(C)n3)CC2)c1	98	97	99	99	3	-1	95	-5
Cc1ccc(S(=O)(=O)N2CCCN(S(=O)(=O)C3CCS(=O)(=O)C3)CC2)cc1 (stereo unspecified)	101	108	106	110	-11	-1	103	-3
CC(=O)Nc1ccc(NC(=O)COC(=O)COc2ccc3ccccc3c2)cc1	99	99	96	88	1	8	104	8
CCN(C(=O)c1cnc(N2CCN(c3ncccn3)CC2)c2ccccc12)c1cccc(Cl)c1	107	99	99	107	5	3	102	1
Cc1cccc2c(N=O)c(O)[nH]c12	107	100	97	84	-3	10	97	6
CC(=O)NC1C(=O)N=C(SCC(=O)NC(C)c2ccccc2)NC1=O (stereo unspecified)	99	93	94	98	-5	2	94	6
COc1ccccc1N1CCN(C(=O)c2ccc3c(=O)n(Cc4ccc5c(c4)OCO5)c(=O)[nH]c3c2)CC1	91	92	91	92	2	2	103	-4
O=C(CC1C(=O)NCCN1Cc1c(F)cccc1Cl)NCCc1ccccn1 (stereo unspecified)	94	97	101	102	3	3	102	7
Cc1ccc(S(=O)(=O)c2cc(Nc3ccccc3)ccc2O)cc1	113	82	98	96	-21	2	85	-24
O=C1c2ccccc2C(Nc2ccc(-c3nc4ccccc4[nH]3)cc2)N1Cc1ccco1 (stereo unspecified)	94	95	97	89	-6	27	97	8
Cc1c(-c2cc(C(=O)O)c3ccccc3n2)cnn1C	109	105	99	97	-3	2	103	0
C/C(=N\N=C1\NC(=O)CC(C(=O)O)S1)c1ccc(F)cc1 (stereo unspecified)	94	96	103	97	11	8	101	-2
Cc1ccc(NCc2ccccc2O)cc1C	109	102	100	110	4	-3	112	-1
COc1ccc(CC(=O)Nc2cccc(S(=O)(=O)N3CCCCC3)c2)cc1	101	100	100	105	-5	-1	110	0
CCN(C(=O)COC(=O)CCC(=O)c1cccs1)c1ccccc1	95	100	98	99	4	-1	101	6
COc1cc(OC)c(C(=O)/C=C/c2ccc(OCc3ccccc3)c(OC)c2)c(OC)c1	91	69	92	89	.	.	95	.
NC(=O)c1cccn1-c1ncc(C(F)(F)F)cc1Cl	91	101	97	101	1	-4	94	7
CCOc1ccc(CCNC(=O)CCC(=O)Nc2ccc3nc(N4CCN(C)CC4)cc(C)c3c2)cc1OCC	96	85	92	88	0	14	94	-4
COc1ccc(N2CSC3=C(C#N)C(c4cc(OC)ccc4OC)CC(=O)N3C2)c(OC)c1 (stereo unspecified)	113	93	104	101	-29	16	103	-31
CCOC(=O)c1[nH]c2ccc(F)cc2c1NC(=O)c1cc(OC)c(OC)c(OC)c1	107	110	109	105	-1	3	107	-2
O=C(CCC(=O)Nc1ccc(F)cc1)N/N=C/c1ccc(F)cc1	95	102	100	109	0	4	92	6
COCC(=O)NCCSc1c(C)[nH]c2ccccc12	112	107	101	119	-13	1	102	-2
CCn1c(SCC(=O)Nc2ccccc2)nnc1-c1ccc(S(=O)(=O)N2CCOCC2)cc1	103	100	97	95	-6	1	97	3
Cc1cccc(Nc2nn3c(=O)c4ccccc4nc3s2)c1	92	91	97	90	-6	3	97	2
COc1ccc([N+](=O)[O-])cc1NC(=O)c1ccc(CN(c2ccc(C)c(C)c2)S(C)(=O)=O)cc1	98	108	109	102	3	-5	107	-1
CC(C)CC1C2C(=O)N(c3ccccc3)C(=O)C2ON1c1ccccc1 (stereo unspecified)	111	108	96	94	0	0	97	7
COc1ccc(-c2cc3nc(C)cc(N4CC(C)CC(C)C4)n3n2)cc1 (stereo unspecified)	107	90	104	94	0	50*	111	17
Cn1c(-c2sc3cc(C(F)(F)F)cnc3c2-c2cccs2)n[nH]c1=S	97	98	97	97	0	-2	100	-8
CCN(CC(=O)Nc1ccc(NC(C)=O)cc1)C(=O)c1cccc2ccccc12	100	101	98	97	10	0	101	-6
C/C(=C\C(=O)c1ccncc1)Nc1ccccc1O	99	115	103	126	-12	11	104	-26
COc1ccc2[nH]c(C)c(-c3csc(N)n3)c2c1	86	90	95	95	-8	29	90	-24
C=CCSc1nnc2n(CCc3ccccc3)c(=O)c3c4c(sc3n12)COC(C)(C)C4	100	99	98	99	-9	-2	99	1
O=c1oc2cc(O)ccc2c2c1CCCC2	102	101	99	98	18	-6	101	22
C/C=C/C1=CC(=O)C[C@H](c2ccc(Cl)cc2)C1	112	102	102	101	-1	2	100	1
CC(C)c1ccccc1NC(=O)COC(=O)COc1ccccc1[N+](=O)[O-]	95	94	99	91	3	0	96	12
CCOC(=O)C1(Cc2ccccc2Cl)CCN(Cc2csc(C(C)=O)c2)CC1	90	95	94	91	8	4	97	0
CCOC(=O)N/N=C(/c1ccccc1)C1CCCCC1	97	96	97	95	-4	6	98	-10
CCOC(=O)c1ccc(N2C(=O)CC(N3CCC(O)(c4ccc(Cl)cc4)CC3)C2=O)cc1 (stereo unspecified)	105	99	104	96	-25	1	100	-28
CCOc1ccccc1NC(=S)NCCCn1ccnc1	107	85	93	95	-6	10	66	8
O=C(COC(=O)CSc1nnc(-c2ccc(Cl)cc2)o1)Nc1cc(Cl)ccc1Cl	111	103	118	113	-7	1	110	8
COC(=O)c1c(-c2ccc(OC)cc2)sc2ccccc12	113	99	96	101	1	6	95	-9
Cc1cc(C)n2nc(NCc3cccc(Br)c3)nc2n1	98	102	100	98	2	10	102	8
O=C(NCc1cccc(Cl)c1)c1cc(COc2ccc3ncccc3c2)on1	104	93	99	90	1	-4	96	-2
O=C(CSc1nnc(COc2cccc3cccnc23)o1)N1CCc2ccccc21	99	104	101	97	0	0	96	8
O=C(CN1C(=O)C2CCCCN2C(=O)c2ccccc21)N1CCCc2ccccc21 (stereo unspecified)	106	105	105	99	8	1	112	1
Cc1ccc(S(=O)(=O)c2c(O)c3ccc(C(=O)O)cc3[nH]c2=O)cc1	115	106	106	100	.	.	110	.
CCOc1ccc(S(=O)(=O)Nc2ccc(C(=O)NCC(c3ccccc3)N(C)C)cc2)cc1 (stereo unspecified)	78	85	99	90	1	1	94	10

Other structures:
SMILES	LAP4-GFP MLPCN	AGP1-GFP MLPCN	RPL19A TOR yeast	CIT2-GFP yeast	proCasp3 act	AHR act	MEP2-GFP yeast	proCasp7 act
CCOC(=O)NC(=O)C(/C=N/c1sccc1C(=O)OC)=C(\C)O	89	94	90	97	4	1	83	-1
Cc1c(C)n(C)c2ccc(C(=O)NCc3cccs3)cc12	98	95	103	91	-3	9	99	-10
CC1CCCCN1c1ncnc(N)c1[N+](=O)[O-] (stereo unspecified)	111	107	102	99	-8	-3	102	5
CCOc1ccc(NC(=O)CN(C)C(=O)C2CC(=O)N(Cc3ccco3)C2)cc1OCC (stereo unspecified)	97	97	94	87	-9	-1	97	-14
Nc1ccc2nc(-c3ccc(-c4nc5ccc(N)cc5[nH]4)cc3)[nH]c2c1	151*	34	121	84	-9	4	120	-3
O=C(/C=C\Nc1ccc2c(c1)OCO2)c1ccc(Cl)s1	93	92	101	100	-15	21	108	-31
Cc1ccnc(Nc2nc(-c3ccc(O)cc3)cs2)c1	86	103	103	110	12	17	106	5
CC1=C(CC(=O)O)c2cc(F)ccc2C1=Cc1ccc(S(C)(=O)=O)cc1	130	84	97	79	2	-3	103	-2
Cc1sc(NC(=O)CN(Cc2ccc(F)cc2)C(=O)C(C)(C)C)c(C(N)=O)c1C	97	107	109	104	0	8	105	0
O=C(/C=C/c1ccco1)N1CCN(C/C=C/c2ccccc2)CC1	100	96	102	95	-4	3	106	-8
O=C(OCc1nnc(-c2ccccc2)o1)c1cccc(-n2cnnn2)c1	115	115	104	102	-3	1	103	7
Cc1cnc(C(=O)OCC(=O)NC2CCCC(C)C2C)cn1 (stereo unspecified)	96	106	101	104	0	0	103	1
O=C(NCCCn1ccnc1)c1ccc(C(F)(F)F)cc1	91	98	107	108	-10	27	105	-4
CCOc1cc(C2/C(=C(/O)c3ccc(OC)cc3)C(=O)C(=O)N2CC2CCCO2)ccc1O (stereo unspecified)	108	104	101	104	-2	1	107	-1
CNc1ccc(S(=O)(=O)NCC(=O)OCC(=O)Nc2cccc(Cl)c2Cl)cc1[N+](=O)[O-]	101	103	107	101	3	1	99	-12
Cc1sc2ccccc2[n+]1CC(=O)O	96	103	94	75	-27	8	92	-42
CCCCCCn1cc(C(=O)O)c(=O)c2cc(F)c(N3CCN(C)CC3)cc21	95	96	104	103	-2	8	105	4
COc1cccc(CN2CCN(Cc3ccc(O)cc3)CC2CCO)c1 (stereo unspecified)	105	102	94	104	6	-2	93	6
O=C(CSc1nnc(-c2ccccc2)n1-c1ccccc1)N1c2ccccc2Sc2ccccc21	99	102	100	103	-2	-1	104	-2
COc1cc2c(cc1OC)C(COc1ccccc1OC)N(C(=O)c1ccco1)CC2 (stereo unspecified)	90	96	102	99	4	9	103	-4

Full records, looked up by structure:
Shown for O=C(NCCCn1ccnc1)c1ccc(C(F)(F)F)cc1 → LAP4-GFP MLPCN = 91; AGP1-GFP MLPCN = 98; RPL19A TOR yeast = 107; CIT2-GFP yeast = 108; proCasp3 act = -10; AHR act = 27; MEP2-GFP yeast = 105; proCasp7 act = -4
Shown for Cc1cnc(C(=O)OCC(=O)NC2CCCC(C)C2C)cn1 (stereo unspecified) → LAP4-GFP MLPCN = 96; AGP1-GFP MLPCN = 106; RPL19A TOR yeast = 101; CIT2-GFP yeast = 104; proCasp3 act = 0; AHR act = 0; MEP2-GFP yeast = 103; proCasp7 act = 1

Carrying on.
SMILES	LAP4-GFP MLPCN	AGP1-GFP MLPCN	RPL19A TOR yeast	CIT2-GFP yeast	proCasp3 act	AHR act	MEP2-GFP yeast	proCasp7 act
CN1CCN(c2nc3c(c(=O)[nH]c(=O)n3C)n2Cc2ccc([N+](=O)[O-])cc2)CC1	97	104	105	101	3	-1	111	-3
COCCCNC(=O)CNC(=S)N(Cc1ccccc1)Cc1cccnc1	106	102	109	100	2	-2	102	4
COC(=O)c1ccc(Sc2nnnn2-c2ccccc2)c([N+](=O)[O-])c1	101	95	103	99	10	1	109	8
COc1ccccc1C(=O)Nc1c(C)n(C)n(-c2ccccc2)c1=O	97	107	101	85	9	0	101	8
CC1(NC(=S)N(CCO)CCO)CCS(=O)(=O)C1 (stereo unspecified)	94	96	100	97	2	3	104	-8
CCCCCC(/C=N/Nc1ccc(S(=O)(=O)N2CCOCC2)cc1[N+](=O)[O-])=C\c1ccccc1	104	106	102	94	-5	0	106	6
COc1cccc(NC(=O)N2CCCC2C(=O)Nc2ccc3c(c2)OCCO3)c1 (stereo unspecified)	102	100	96	104	7	1	93	16
COCCCn1c(=O)c2ccccc2c2ccccc2c1=O	105	100	100	96	9	-1	108	-7
Cc1c(C(=O)N2CCCC2)oc2c1-c1nn(CC(=O)NCCCN3CCCCC3C)cc1CC2 (stereo unspecified)	100	106	105	113	-2	2	109	-6
